Assay outcomes as filed in PubChem BioAssay.
E-selectin induc: E-selectin induction in HUVECs, primary screen, imaging, HUVEC, immunofluorescence imaging, single point. actives 0.37% (n = 260,000). normalized: neutral wells 0, TNF-alpha wells 100. P16581. activation, % at 7.58 µM;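 active means mean E-selectin-positive cell signal at least 10% of the positive control, reached in at least 60% of replicates, without over 20% cell loss; inconclusive means no rule given, readout overlaps actives, possibly toxicity-flagged; inactive means the rest, including those meeting only one limit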;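 further: in these data hits start at about 27%; measured in HUVEC primary endothelial cells; signal is the percent of cells scored E-selectin positive by PE staining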
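System: HUVEC / Compound: single concentration / Signal: immunofluorescence imaging / Read-out: percent E-selectin-positive cells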
ERp5 block: inhibitors of ERp5-driven insulin aggregation, primary screen, biochemical, turbidity, absorbance 650 nm, single point | Protein disulfide-isomerase A6 (Homo sapiens), Q15084 | 90 min | inhibition, % at 9.99 µM | actives 0.05% (n = 350,000);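 active means mean replicate inhibition above about 25%, with every replicate also reaching it, limit read from the data, passing the limit was not always enough; inconclusive means only one of those two criteria met; inactive means neither criterion met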
Target sequence (Q15084 whole entry, looked up): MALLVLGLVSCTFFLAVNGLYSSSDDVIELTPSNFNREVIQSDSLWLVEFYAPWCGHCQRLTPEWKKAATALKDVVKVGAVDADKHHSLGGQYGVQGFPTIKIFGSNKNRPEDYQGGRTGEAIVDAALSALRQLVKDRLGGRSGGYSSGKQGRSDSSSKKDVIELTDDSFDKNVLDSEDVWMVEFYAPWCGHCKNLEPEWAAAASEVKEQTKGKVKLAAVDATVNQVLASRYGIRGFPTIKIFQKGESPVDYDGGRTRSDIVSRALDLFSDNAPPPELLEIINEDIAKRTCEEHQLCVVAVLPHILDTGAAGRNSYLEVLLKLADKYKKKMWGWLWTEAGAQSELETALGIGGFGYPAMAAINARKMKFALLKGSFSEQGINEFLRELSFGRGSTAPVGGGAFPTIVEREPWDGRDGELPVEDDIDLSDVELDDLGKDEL
ERAP1 inh: human ERAP1 aminopeptidase inhibitors, primary screen, biochemical, single point, plate reader. recombinant ERAP1, Leu-AMC fluorescence, 60 min. inhibition, % at 10.7 µM. actives 0.15% (n = 340,000). AID 652197, 2013;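 active means mean replicate inhibition of at least 30%, or all replicates individually reaching that 30% level; inactive means mean below 30% and not every replicate reaching it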;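 further: 0% = neutral control wells and 100% = L-leucinethiol positive control wells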
RAD52 inh: RAD52 DNA annealing inhibitors, primary screen, biochemical, FRET, single point, set 2 | DNA repair protein RAD52 homolog (Homo sapiens), P43351 | recombinant RAD52 DNA annealing, FRET fluorescence | inhibition, % at 18.7 µM | actives 0.46% (n = 360,000);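 active means every replicate showing at least 50% inhibition; inconclusive means mean inhibition at least 50% but not in every replicate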
Target sequence (P43351 whole entry, looked up): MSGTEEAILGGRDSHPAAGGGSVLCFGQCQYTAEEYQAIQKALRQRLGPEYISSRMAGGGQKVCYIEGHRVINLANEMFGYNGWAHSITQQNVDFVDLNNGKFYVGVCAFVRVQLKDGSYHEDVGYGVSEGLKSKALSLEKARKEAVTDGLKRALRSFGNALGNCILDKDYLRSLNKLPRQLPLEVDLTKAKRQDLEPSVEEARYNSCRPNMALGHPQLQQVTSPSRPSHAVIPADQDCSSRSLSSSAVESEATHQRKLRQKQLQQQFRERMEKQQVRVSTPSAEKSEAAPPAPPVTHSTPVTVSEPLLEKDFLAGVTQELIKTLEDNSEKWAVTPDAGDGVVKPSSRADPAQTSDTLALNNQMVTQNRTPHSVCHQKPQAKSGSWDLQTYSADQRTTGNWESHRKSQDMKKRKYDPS
S100A4 MyoIIA: inhibitors of S100A4-myosin IIA peptide binding, primary screen, biochemical, fluorescence polarization, TAMRA-MyoIIA peptide | Protein S100-A4 (Homo sapiens), P26447 | inhibition, % at 10.7 µM | actives 0.14% (n = 360,000) | AID 652163, 2013;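 active means mean inhibition of at least 70% across replicates, with every replicate also reaching that level; inconclusive means mean inhibition reaches 70% but some replicates fall short; inactive means mean inhibition below 70%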
Target sequence (P26447 whole entry, looked up): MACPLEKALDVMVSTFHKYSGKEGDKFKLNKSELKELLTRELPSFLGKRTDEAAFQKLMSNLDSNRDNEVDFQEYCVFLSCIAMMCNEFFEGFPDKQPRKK
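assay system = human S100A4 monomer with TAMRA-labelled myosin IIA peptide | also added = labelled myosin peptide probe, 5 nM | incubation = 5 min between mix addition and reading | control set = DMSO and TFP controls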
RAD54 branch: inhibitors of human RAD54 branch migration, primary screen, biochemical, fluorescence, single point; DNA repair and recombination protein RAD54-like (Homo sapiens), Q92698; RAD54 Holliday junction branch migration, FAM/BHQ fluorescence; inhibition, % at 10.4 µM; actives 0.14% (n = 360,000); AID 602329, 2012;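 active means mean normalized replicate activity at least 40 and at least half of replicates scoring 40 or more; inconclusive means only one of the two criteria met; inactive means mean below 40 and under half of replicates reaching 40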;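 further: 0% = median of neutral control wells and 100% = median of positive control wells; inhibitors cause a drop in the FAM fluorescence signal; in these data hits start at about 50%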
esBAF inh: Bmi1 luciferase reporter increase in mESCs, primary screen, esBAF inhibitor project, mouse ES cells, Bmi1 luciferase knock-in, single point; 24 h; 100% = twice the neutral-well signal; reporter increase, % at 12.5 µM; actives 2% (n = 350,000); in the data active means activation above about 40%; inconclusive means no clear call, values can overlap the other calls;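 further: 0% = median of the plate's neutral control wells and 100% = double that signal; a rise in the Bmi1 reporter signal indicates esBAF inhibition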
Xi reactivation: activators of inactive X chromosome reactivation, primary screen, imaging, XiGFP fibroblasts, GFP high-content imaging, set 2; AID 743238, 2013; XiGFP mouse fibroblasts, % GFP-positive cells imaging, 3 d; cells co-treated with 5-aza-dC sensitizer; scaled so ellipticine positive control = 100%; activation, % at 7.58 µM; actives 0.055% (n = 360,000);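 active means mean normalized replicate activation at least 10% and every replicate at or above 10%; inconclusive means only one of the two criteria met; inactive means mean below 10% and not all replicates reach 10%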;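 further: 0% = median of on-plate neutral control wells and 100% = ellipticine 6 µM median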
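System: SV40-immortalized XiGFP fibroblast cells, line 68-5-11 / Incubation: 3-day compound exposure, then 15 min fixation at room temperature / Compound: single concentration per compound, delivered by pin transfer / Buffer or medium: DMEM plus 5-aza-dC sensitizer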
* marks the source's active call; other numbers are inactive results; u = inconclusive; x = not tested or not shown.

SMILES	E-selectin induc	ERp5 block	ERAP1 inh	RAD52 inh	S100A4 MyoIIA	RAD54 branch	esBAF inh	Xi reactivation
CNC(=S)NC(CC(=O)OC)c1ccc2c(c1)OCO2 (configuration not stated)	-0.3	-3	7	-10	6	x	x	0.2
C[C@@H]1CN([C@H](C)CO)C(=O)Cc2cc(NC(=O)Nc3ccccc3)ccc2O[C@H]1CN(C)S(C)(=O)=O	-12	2	2	0	-1	3	-4	-0.1
CC1CN(C(=O)[C@@H]2CCCN2S(=O)(=O)c2ccc(Cl)cc2)CC(C)O1 (some centres not stated)	-0.4	2	0	-11	1	x	x	0.0
C/C=C/c1ccc2c(c1)O[C@H](CN(C)Cc1cncnc1)[C@H](C)CN([C@H](C)CO)S2(=O)=O	-0.8	4	-1	-1	5	3	-2	-0.6
COc1ccc(S(=O)(=O)Cc2ccc(C(=O)N3CC(C)CC(C)C3)o2)cc1 (configuration not stated)	-0.2	-3	1	-3	1	10	6	0.3
O=C(Nc1nc2ccc3ccccc3c2s1)c1ccc(N2CCCCC2)c([N+](=O)[O-])c1	-0.2	-5	0	-1	-4	3	x	0.2
C[C@H]1CCCCO[C@H](CN(C)S(=O)(=O)c2ccc(F)cc2)[C@@H](C)CN([C@@H](C)CO)C(=O)c2cc(NS(=O)(=O)c3ccccc3)ccc2O1	0.2	3	2	-21	113*	-13	-3	-0.1
Fc1cccc(Cl)c1CSc1nnc(COc2cccc3cccnc23)o1	x	0	-1	-3	-1	x	2	x
Cc1ccc(S(=O)(=O)N[C@@H]2C=C[C@@H](CC(=O)NCc3ccncn3)O[C@@H]2CO)cc1	-0.1	-4	0	-18	-15	12	-7	0.4
CN(C(=O)c1ccc(NC(=O)Cc2ccc(NC(=O)C3CCCN(C(=O)c4ccccc4)C3)cc2)cc1)C1CC1 (configuration not stated)	-0.2	-2	-4	-20	-3	3	2	0.2
CCOC(=O)C1=C(COC(=O)/C=C/c2ccc(C)o2)NC(=O)NC1C (configuration not stated)	x	-4	1	-196	-5	-22	9	0.0
C/C(=N\NC(=O)c1ccccc1)c1ccc(NC(=O)c2cccs2)cc1	x	-1	-1	-3	-21	4	x	-0.1

10 entries already listed, ordered by SMILES length, lowest first:
SMILES	E-selectin induc	ERp5 block	ERAP1 inh	RAD52 inh	S100A4 MyoIIA	RAD54 branch	esBAF inh	Xi reactivation
CNC(=S)NC(CC(=O)OC)c1ccc2c(c1)OCO2 (configuration not stated)	-0.3	-3	7	-10	6	x	x	0.2
Fc1cccc(Cl)c1CSc1nnc(COc2cccc3cccnc23)o1	x	0	-1	-3	-1	x	2	x
C/C(=N\NC(=O)c1ccccc1)c1ccc(NC(=O)c2cccs2)cc1	x	-1	-1	-3	-21	4	x	-0.1
CCOC(=O)C1=C(COC(=O)/C=C/c2ccc(C)o2)NC(=O)NC1C (configuration not stated)	x	-4	1	-196	-5	-22	9	0.0
CC1CN(C(=O)[C@@H]2CCCN2S(=O)(=O)c2ccc(Cl)cc2)CC(C)O1 (some centres not stated)	-0.4	2	0	-11	1	x	x	0.0
O=C(Nc1nc2ccc3ccccc3c2s1)c1ccc(N2CCCCC2)c([N+](=O)[O-])c1	-0.2	-5	0	-1	-4	3	x	0.2
Cc1ccc(S(=O)(=O)N[C@@H]2C=C[C@@H](CC(=O)NCc3ccncn3)O[C@@H]2CO)cc1	-0.1	-4	0	-18	-15	12	-7	0.4
C/C=C/c1ccc2c(c1)O[C@H](CN(C)Cc1cncnc1)[C@H](C)CN([C@H](C)CO)S2(=O)=O	-0.8	4	-1	-1	5	3	-2	-0.6
CN(C(=O)c1ccc(NC(=O)Cc2ccc(NC(=O)C3CCCN(C(=O)c4ccccc4)C3)cc2)cc1)C1CC1 (configuration not stated)	-0.2	-2	-4	-20	-3	3	2	0.2
C[C@H]1CCCCO[C@H](CN(C)S(=O)(=O)c2ccc(F)cc2)[C@@H](C)CN([C@@H](C)CO)C(=O)c2cc(NS(=O)(=O)c3ccccc3)ccc2O1	0.2	3	2	-21	113*	-13	-3	-0.1

Next section
SMILES	E-selectin induc	ERp5 block	ERAP1 inh	RAD52 inh	S100A4 MyoIIA	RAD54 branch	esBAF inh	Xi reactivation
C/C(=N\NC(=O)c1cccc(S(=O)(=O)N2CCCC2)c1)c1ccc(C)cc1	1.7	2	-1	3	1	x	-7	1.4
COCCNC(=O)C(=O)NNS(=O)(=O)c1ccc(Cl)cc1	x	4	-1	-12	5	-3	-7	0.0
COc1ccccc1/C=C/C=c1\sc2nc(=O)c(Cc3ccccc3)nn2c1=O	5.9	0	6	-22	-5	x	x	0.0
CCOC(=O)N1CCC(NC(=O)c2cnc3n(c2=O)CCS3)CC1	-0.1	-7	4	-6	4	-4	-8	0.0
CC(Oc1ccccc1)C(=O)Nc1ccc(S(=O)(=O)N2CCCC2)cc1 (configuration not stated)	0.1	2	1	-15	0	6	-5	0.0
CN(C)S(=O)(=O)c1ccc2c(c1)c(=O)c(C(=O)N1CCOCC1)cn2C	-0.1	9	x	-17	6	10	-7	0.2
CC1=NN(c2ccc([N+](=O)[O-])cc2)C(=O)C1	x	-5	-1	3	-1	-5	-6	x
O=C(c1ccccn1)N1CC(=O)N2[C@H](CO)[C@@H](c3ccc(C#Cc4ccccc4)cc3)[C@H]2C1	-0.3	-1	0	-17	13	x	x	0.1
O=C(CSc1nc2ncc(Cl)cc2[nH]1)N1CCOCC1	-0.3	-2	2	-44	-3	3	x	0.1
Cc1ccc(S(=O)(=O)Nc2ccc3c(c2)C(=O)N([C@@H](C)CO)C[C@@H](C)[C@@H](CN(C)Cc2ccc(Cl)c(Cl)c2)OCCCC[C@@H](C)O3)cc1	x	-1	-3	43	u	-3	-2	0.1
Cc1ccc(C(=O)O)cc1NC(=O)c1ccc(Cn2nc(C)c(Cl)c2C)o1	x	1	7	-8	-5	x	x	0.0
COC(=O)c1ccccc1NC(=O)CSc1ncccn1	5.2	4	5	-13	1	x	-4	0.2
CC(C)c1ccc(NS(=O)(=O)c2cccc3cccnc23)cc1	x	-2	4	-9	-7	-12	5	0.3
Cc1c(CN2CCC(CO)(CCOc3ccccc3)CC2)c(=O)n(-c2ccccc2)n1C	0.1	0	-1	-12	2	-3	0	-0.1
COc1cccc(N2CCN(C(=O)CC(NC(=O)c3ccccc3)c3ccccc3)CC2)c1 (configuration not stated)	x	7	-1	-4	-2	6	7	0.1
Cc1cc(C)c2cc(C#N)c(NCCCNC(=O)c3cccnc3)nc2c1	-0.1	-5	1	-31	5	x	-3	0.1
C/C(=N\Nc1nc(N)cc(Cl)n1)c1ccc(F)cc1	x	-4	3	-14	-1	-2	21	0.4
CC(C)C#Cc1cnc2c(c1)C(=O)N([C@@H](C)CO)C[C@@H](C)[C@H](CN(C)Cc1ccccc1)O2	-1.6	-2	0	8	-2	4	1	-0.5
Cc1nc(-c2ccccc2)sc1-c1nnc(C2CC2)o1	x	1	-2	-10	3	x	77*	0.0
O=C(Nc1cc(F)ccc1F)N[C@H]1C=C[C@@H](CC(=O)N2CCc3ccccc3C2)O[C@H]1CO	-0.4	-3	0	-1	-1	-8	6	-0.5
C[C@@H]1CN([C@H](C)CO)C(=O)c2cccc(NC(=O)C3CCOCC3)c2O[C@H]1CN(C)S(=O)(=O)c1ccc(F)cc1	-0.2	-12	1	-3	-2	3	2	0.4
CC(C)(CC(=O)O)CC(=O)Nc1ccc(Oc2ccc(C(C)(C)C)cc2)nc1	0.1	3	x	-11	7	-12	x	0.1
Oc1ccc(C[C@H]2CNC(=S)N2CC2CCCN2C[C@H](Cc2ccc(O)cc2)N2C[C@H](Cc3ccccc3)N(CC3CCCCCC3)C2=S)cc1 (some centres not stated)	-0.2	-3	x	-28	-2	-1	1	-0.1
CCCN(C)C[C@@H]1Oc2cc(/C=C/c3ccccc3)ccc2S(=O)(=O)N([C@@H](C)CO)C[C@@H]1C	0.1	-4	1	14	-1	-1	-5	0.0
Cc1ccc(CN2C(=O)CC(Nc3ccc(N4CCOCC4)cc3)C2=O)cc1 (configuration not stated)	x	-1	0	-10	6	1	4	0.0
O=C(N/N=C/c1ccco1)c1cc(Br)ccc1OCc1ccccc1	0.2	-3	7	-16	-5	x	-4	0.0
C[C@H]1CNC(=O)c2c(C(=O)N(C)Cc3ccccc3)ncn21	x	-5	-6	-16	-8	x	x	0.3
CC(C)(C)C(=O)NC(=S)Nc1ccccn1	x	6	12	-15	-1	-6	-1	0.1
CCC(CC)C(=O)NCc1ccc(Cl)cc1	x	-2	-5	-11	3	-2	4	0.2
Cc1cccc(NC(=S)N2CCCC(c3nc4ccccc4[nH]3)C2)c1 (configuration not stated)	7.5	2	x	-11	-7	5	3	0.0
Cc1ccccc1C(=O)NC1CCN(CC(=O)Nc2ccccc2)CC1	x	2	-1	-18	4	-3	5	0.3
COC(=O)c1ccc(CN2CCC(n3nccc3NC(=O)C3CC3)CC2)cc1	0.0	-13	-4	-11	-1	2	-2	0.2
COc1ccc2c3c(n(C)c2c1)[C@@H](CO)N(C(=O)NC1CCCCC1)CC31CN(C)C1	-0.3	3	-3	4	-10	x	x	0.5
O=C(Cc1ccccn1)N[C@@H]1C=C[C@@H](CC(=O)N2CCCCC2)O[C@H]1CO	-0.2	1	-3	3	5	3	0	-0.1
O=C(CSc1nc2nn(-c3ccccc3)c(=O)c-2c2n1CCCCC2)NCCCc1ccccc1	1.4	-2	-8	-1	7	0	-2	-0.2
CCOC(=O)C1C(O)=CC(=O)CC1c1ccccc1 (configuration not stated)	0.0	-5	1	-12	-2	-4	1	0.4
O=Cc1ccc(OCC(=O)Nc2ccccc2-c2ccccc2)cc1	x	-6	-1	-11	-1	x	x	0.0
CC(C)C[C@@H]1Cc2[nH][nH]c(=O)c2[C@H](C)O1	-0.3	-5	x	-23	-6	x	x	0.0
CC(C)NC(=O)N(C)C[C@H]1Oc2ccc(NC(=O)Nc3ccccc3)cc2CC(=O)N([C@@H](C)CO)C[C@H]1C	x	3	-2	2	3	-1	-3	0.2
Nc1[nH]c(C(=O)c2ccccc2)c(-c2ccc3ccccc3c2)c1C(=O)NCc1cccc2ccccc12	-0.3	1	1	-7	-7	x	x	-0.1
C[C@@H]1CN([C@H](C)CO)C(=O)c2cc(C#C[C@@H](C)O)cnc2O[C@H]1CN(C)C(=O)Cc1ccncc1	0.0	-3	1	-13	-5	-5	-3	0.2
COc1ccc(CCC(=O)NCc2ccccc2Cl)cc1OC	0.0	0	1	-6	-1	8	7	0.1
CCCCNC(=O)CCn1nc(-c2ccc(C)cc2)c2ccccc2c1=O	-0.2	3	0	-13	1	-15	-3	-0.1
Cc1ccc(/C=N/NC(=O)CCn2nc(C)cc2C)c(C)c1	x	-4	-1	-4	1	x	x	0.0
